FXIa inh = human FXIa protease inhibitors, primary screen, biochemical, single compound per well | actives 0.3% (n = 33,000) | inhibition, % at 10 µM | purified human FXIa, fluorogenic AMC substrate cleavage | AID 687, 2007;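 active = inhibition above 40% in the primary screen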;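 also: 0% = enzyme without compound and 100% = blank wells lacking enzyme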
Target sequence (P03951 19-387 limits assumed): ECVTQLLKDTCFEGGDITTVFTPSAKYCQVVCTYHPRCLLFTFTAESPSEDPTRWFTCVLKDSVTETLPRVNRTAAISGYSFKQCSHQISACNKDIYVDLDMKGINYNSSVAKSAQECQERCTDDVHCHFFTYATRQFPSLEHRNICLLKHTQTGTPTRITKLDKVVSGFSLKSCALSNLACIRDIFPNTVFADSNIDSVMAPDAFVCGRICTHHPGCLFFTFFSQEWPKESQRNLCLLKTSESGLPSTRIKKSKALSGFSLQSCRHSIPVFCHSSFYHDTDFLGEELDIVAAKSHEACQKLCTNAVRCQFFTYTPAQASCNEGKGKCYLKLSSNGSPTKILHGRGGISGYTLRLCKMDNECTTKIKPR
Target sequence (P03951 388-625 limits assumed): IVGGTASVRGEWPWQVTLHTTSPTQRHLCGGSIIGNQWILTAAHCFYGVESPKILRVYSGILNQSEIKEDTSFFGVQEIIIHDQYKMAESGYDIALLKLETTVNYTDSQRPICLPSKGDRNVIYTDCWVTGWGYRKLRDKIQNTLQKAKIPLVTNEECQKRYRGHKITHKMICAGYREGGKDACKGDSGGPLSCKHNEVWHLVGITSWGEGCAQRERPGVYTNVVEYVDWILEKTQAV
FXIIa single = human FXIIa protease inhibitors, primary screen, biochemical, single well; Coagulation factor XII (Homo sapiens), P00748; purified human FXIIa, AMC substrate fluorescence, 2 h; inhibition, % at 10 µM; actives 0.2% (n = 33,000); in the data active = inhibition above about 30%;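 also: 0% = enzyme with vehicle only and 100% = no enzyme blank; many of its hits are not listed in these tables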
Numbers without * were called inactive. These rows are one share of the data, so the mix of outcomes need not match the whole.

Start of the data: the first 26 records, to show the layout:
FXIa inh,FXIIa single,SMILES
6,0,COc1ccc(S(=O)(=O)N2CCN(C(=O)NC3CCCCC3)CC2)cc1OC
-4,4,Cc1ccc2c(c1)C(O)(c1c(C)[nH]c3ccccc13)C(=O)N2 (stereo unspecified)
2,4,Cc1ccccc1Cn1nnc(-c2ccc3c(c2)OCO3)n1
11,0,O=c1[nH]c(Nc2nc3ccccc3o2)nc2c1CCCC2
-54,-12,CC(C)Oc1ccc(C(CC(=O)O)NC(=O)c2cccs2)cc1 (stereo unspecified)
3,10,CCC(C)NC(=O)Cn1nc(C(F)(F)F)c2c1CCCC2 (stereo unspecified)
-6,-1,COc1cc(OC)cc(-c2nnc(SCc3cccc(C(=O)O)c3)o2)c1
4,6,O=C(Nc1cc2ccccc2oc1=O)C1CCCCC1
14,-13,Cn1cc(C(=O)NCC2COc3ccccc3O2)c(=O)c2cc(S(=O)(=O)N3CCCCC3)ccc21 (stereo unspecified)
-6,6,COc1cccc2c1OC1(C)CC2NC(=O)N1Cc1ccccc1 (stereo unspecified)
-10,1,CCc1nc(OCc2ccccc2)c2sc3nc4c(cc3c2n1)COC(C)(C)C4
2,5,Oc1c(C(Nc2nc3ccccc3s2)c2ccco2)ccc2cccnc12 (stereo unspecified)
0,5,O=C(CCN1CCCCC1)Nc1cccc(Cl)c1
3,0,C=CCNC1=C(Cl)C(=O)N(c2cccc(Cl)c2Cl)C1=O
0,7,Cc1cc(C)nc(N2C(=O)CC(Cc3ccccc3)C2=O)n1 (stereo unspecified)
-4,9,O=[N+]([O-])c1cn(-c2nc(-c3ccco3)cc(C(F)(F)F)n2)cn1
6,6,COCCNC(=O)C(=O)Nc1cccc(Br)c1
-7,1,CCc1nnc(NC(=O)c2ccc3c(c2)C(=O)N(CC(C)C)C3=O)s1
7,1,Clc1ccsc1-c1csc(-c2cccnc2)n1
-6,11,CC1CC(C)CN(c2oc(-c3ccco3)nc2C#N)C1 (stereo unspecified)
-14,-16,CCCc1cc(=O)[nH]c(SCC(=O)c2cc(C)n(CCC)c2C)n1
-3,4,Cn1nc(C(F)(F)F)c2cc(NC(=O)OCc3ccc(F)cc3)sc21
-8,3,COc1ccccc1CNC(=O)C1CCN(C(=O)N(C)C)CC1
23,-15,c1ccc(Nc2ccccn2)cc1
3,10,O=C(NCc1ccccc1)c1cc(-n2cnnc2)ccc1Cl
6,13,O=C(NC(CSCc1ccccc1)C(=O)N/N=C/c1ccc(O)cc1O)c1ccc([N+](=O)[O-])cc1 (stereo unspecified)

All compounds of this part, from the start:
FXIa inh,FXIIa single,SMILES
6,0,COc1ccc(S(=O)(=O)N2CCN(C(=O)NC3CCCCC3)CC2)cc1OC
-4,4,Cc1ccc2c(c1)C(O)(c1c(C)[nH]c3ccccc13)C(=O)N2 (stereo unspecified)
2,4,Cc1ccccc1Cn1nnc(-c2ccc3c(c2)OCO3)n1
11,0,O=c1[nH]c(Nc2nc3ccccc3o2)nc2c1CCCC2
-54,-12,CC(C)Oc1ccc(C(CC(=O)O)NC(=O)c2cccs2)cc1 (stereo unspecified)
3,10,CCC(C)NC(=O)Cn1nc(C(F)(F)F)c2c1CCCC2 (stereo unspecified)
-6,-1,COc1cc(OC)cc(-c2nnc(SCc3cccc(C(=O)O)c3)o2)c1
4,6,O=C(Nc1cc2ccccc2oc1=O)C1CCCCC1
14,-13,Cn1cc(C(=O)NCC2COc3ccccc3O2)c(=O)c2cc(S(=O)(=O)N3CCCCC3)ccc21 (stereo unspecified)
-6,6,COc1cccc2c1OC1(C)CC2NC(=O)N1Cc1ccccc1 (stereo unspecified)
-10,1,CCc1nc(OCc2ccccc2)c2sc3nc4c(cc3c2n1)COC(C)(C)C4
2,5,Oc1c(C(Nc2nc3ccccc3s2)c2ccco2)ccc2cccnc12 (stereo unspecified)
0,5,O=C(CCN1CCCCC1)Nc1cccc(Cl)c1
3,0,C=CCNC1=C(Cl)C(=O)N(c2cccc(Cl)c2Cl)C1=O
0,7,Cc1cc(C)nc(N2C(=O)CC(Cc3ccccc3)C2=O)n1 (stereo unspecified)
-4,9,O=[N+]([O-])c1cn(-c2nc(-c3ccco3)cc(C(F)(F)F)n2)cn1
6,6,COCCNC(=O)C(=O)Nc1cccc(Br)c1
-7,1,CCc1nnc(NC(=O)c2ccc3c(c2)C(=O)N(CC(C)C)C3=O)s1
7,1,Clc1ccsc1-c1csc(-c2cccnc2)n1
-6,11,CC1CC(C)CN(c2oc(-c3ccco3)nc2C#N)C1 (stereo unspecified)
-14,-16,CCCc1cc(=O)[nH]c(SCC(=O)c2cc(C)n(CCC)c2C)n1
-3,4,Cn1nc(C(F)(F)F)c2cc(NC(=O)OCc3ccc(F)cc3)sc21
-8,3,COc1ccccc1CNC(=O)C1CCN(C(=O)N(C)C)CC1
23,-15,c1ccc(Nc2ccccn2)cc1
3,10,O=C(NCc1ccccc1)c1cc(-n2cnnc2)ccc1Cl
6,13,O=C(NC(CSCc1ccccc1)C(=O)N/N=C/c1ccc(O)cc1O)c1ccc([N+](=O)[O-])cc1 (stereo unspecified)
-1,-2,CCn1c(Cc2c(C)[nH]c3ccccc23)nnc1SCC(N)=O
1,7,COc1cc(NC2c3ccccc3C(=O)N2Cc2ccc3c(c2)OCO3)cc(OC)c1OC (stereo unspecified)
7,5,O=C1NC(=O)C(CC(=O)N(Cc2ccco2)C2(C(=O)NC3CCCC3)CCCCC2)N1 (stereo unspecified)
-16,-47,COc1ccc(-c2ccc(C#N)c(SCC(=O)OCc3ccccc3)n2)cc1OC
1,15,CCCS(=O)(=O)c1c(S(=O)(=O)CCC)c2cnccn2c1C(=O)c1ccc(Cl)cc1
-1,5,CCC(C)NCCOc1ccc(Br)cc1 (stereo unspecified)
-5,-1,Cc1ccc(C(=O)N2CC(C)OC(C)C2)c(Cl)c1 (stereo unspecified)
-3,4,CCSc1nc2cc(OC)c(OC)cc2c(=O)n1CCc1ccccc1
2,8,CSC1=C(C#N)C(CC(C)C)C(C(C)=O)=C(C)N1 (stereo unspecified)
-6,7,CCCn1c(SC(C)C(=O)O)nc2ccccc21 (stereo unspecified)
7,4,O=C(NC1CCCCC1)NC1CC2CCC(C1)N2Cc1nnnn1Cc1ccc2c(c1)OCO2 (stereo unspecified)
2,8,Cc1cc(C)cc(N(C(C)C(=O)Nc2c(C)n(C)n(-c3ccccc3)c2=O)S(C)(=O)=O)c1 (stereo unspecified)
8,-30,CCOC(=O)c1cc(-c2ccc(OC)cc2)nc2c1c(C)nn2CCC#N
-1,6,Cc1ccc(C(=O)CCNc2ccc(Cl)cc2)o1
5,7,CS(=O)(=O)Nc1ccc(OCc2ccccc2)cc1
1,7,CC1CCCN(CC(=O)Nc2ccc(S(=O)(=O)N3CCCCC3)cc2)C1 (stereo unspecified)
2,4,CC(CC(=O)NC1CCCC1)c1ccccc1 (stereo unspecified)
-3,4,CCCCNC(=O)n1c(SC)nc2ccccc21
-3,14,CCOC(=O)c1ccc(N2C(=O)CC(N(C)Cc3ccccc3)C2=O)cc1 (stereo unspecified)
-8,3,CCOC(=O)c1cc(C(=O)OCC)c2cc(Br)ccc2n1
36,-13,CCc1ccc(NC2=NC(C(=O)NC3CCCCC3)CC(=O)N2)cc1 (stereo unspecified)
-9,5,CC(=O)c1c(N2CCCC2)nc(=S)n(-c2ccccc2)c1C
5,8,O=C(O)CSc1cccc2cccnc12
6,-18,CCOCCCNCc1cccc(OC)c1
-1,4,CCC(Sc1nc(C)cc(C)n1)C(=O)Nc1ccc(Cl)cn1 (stereo unspecified)
-2,-13,O=C(CSc1nnc(-c2ccc(S(=O)(=O)N3CCCC3)cc2)o1)N1CCCC1
20,5,COc1ccc(CNC(=O)COC(=O)c2cc(-c3ccco3)nc3ccccc23)cc1
6,5,CCCN(CCC)C1Sc2ccc(C(=O)OC)cc2NC1=O (stereo unspecified)
6,9,COc1ccc(-c2cc(C(=O)Nc3cccc(C(C)=O)c3)no2)cc1
1,2,CCc1cc(-c2n[nH]c(C)c2Oc2ccc(C(C)C)cc2)c(O)cc1O
-1,-14,CCCOc1ccc(-c2nnc(-c3cccs3)o2)cc1
5,3,COc1ccc(CC(=O)Nc2ccc(S(=O)(=O)Nc3nccc(C)n3)cc2)cc1
9,4,CCCCN(Cc1ccccc1)C(=O)C1CCN(S(=O)(=O)c2c(C)noc2C)CC1
10,9,Cc1ccccc1NC(=O)CSc1nc(N)c(C#N)cc1C#N

(continued)
FXIa inh,FXIIa single,SMILES
-3,2,COc1ccc(C(=O)NCCCn2ccnc2)cc1
-4,3,CS(=O)(=O)N(Cc1ccccc1)c1ccccc1C(=O)O
2,2,O=C(CCN1C(=O)c2ccccc2C1=O)N1CCC(c2ccccc2)C1 (stereo unspecified)
1,6,Cc1cccc(N2CCN(C(=O)C34CC5CC(CC(C5)C3)C4)CC2)c1C
5,4,CCOC(=O)N1CCN(C(=O)COc2ccc(S(=O)(=O)NCc3ccccc3)cc2)CC1
2,10,CCc1nc(C)cn1S(=O)(=O)c1cc(Br)c(C)cc1OC
2,5,O=c1oc2ccccc2c(N2CCCCC2)c1CN1CCCC1
-8,17,Cc1ccc2c(c1)SC1=NC(c3ccccc3)(C(F)(F)F)NC(=O)N12 (stereo unspecified)
3,8,O=C(CSc1ncnc2c1oc1ccccc12)Nc1ccc2c(c1)OCCO2
20,-18,OC(CN1CCCCC1)CN1CCCCC1
2,2,CC(=O)c1c(C)[nH]c(C(=O)CSc2nnc(CN3CCCCCC3=O)n2-c2ccccn2)c1C
6,3,Cc1cc(S(=O)(=O)N2CCOCC2)ccc1F
-3,4,CC(C)COC(=O)N1CCCC1C(=O)O (stereo unspecified)
-1,8,O=C(CSC(=S)N1CCCCC1)N1N=CCC1c1ccccc1 (stereo unspecified)
-2,6,COC(=O)c1c(-c2ccccc2)csc1N
-1,7,Cc1ccc2[nH]c(=O)c(CN(CCO)C(=O)N(C)C)cc2c1
5,3,c1ccc(CSc2nnc(-c3ccco3)n2Cc2ccco2)cc1
0,8,Nc1c2c(nc3ccc(Br)cc13)N(c1ccccc1)CC2
-2,3,COCCSc1nnc(NC(=O)COC)s1
23,-15,O=c1c2c(-c3cccs3)csc2ncn1-c1ccc(Br)cc1
-4,4,O=S1CC/C(=N\O)c2ccccc21 (stereo unspecified)
13,4,O=S(=O)(c1ccc(Cl)s1)N1CCc2ccccc2C1
9,5,C[C@@H]1C[C@H]2[C@@H]3CCC4=CC(=O)C=C[C@]4(C)[C@@]3(F)[C@@H](O)C[C@]2(C)[C@@]1(O)C(=O)COP(=O)(O)O
-7,7,CCOc1ccc(NC(=O)CN2CCN(CC(=O)Nc3ccc(Cl)c(C(F)(F)F)c3)CC2)cc1
-9,8,O=C(O)CNC(=O)CCN1C(=O)c2ccccc2C1=O
-3,4,Cc1cc2nc(C3CCN(Cc4nnnn4Cc4cccs4)CC3)[nH]c2cc1C
17,-8,O=C(NCCc1ccccc1)c1ccc(CS(=O)(=O)Cc2ccccc2F)o1
-1,2,Cc1nc(NC2CCCC2)sc1C(=O)N(C)C
-9,6,COc1ccc(-c2ncncc2-c2csc(C)n2)c(O)c1OC
-2,7,O=C(CCN1C(=O)C2C3C=CC(C3)C2C1=O)N1CCN(c2ccccn2)CC1 (stereo unspecified)
-1,-11,COc1ccccc1-c1ccc(=O)n(CC(=O)NCc2ccc3c(c2)OCO3)n1
0,1,CCN(CC)CCCOc1ccc(C)cc1Br
-7,4,N#CCSCC(=O)Nc1ccc(F)cc1
34,-18,COCCNC(=O)c1ccc(CN2CCOCC2)cc1
18,4,COc1cc(CO)ccc1Oc1nnnn1-c1ccc(C(N)=O)cc1
6,4,CCCN(CCO)Cc1ccc(Br)cc1
-2,3,Cc1nc2ccccc2n1CCC(=O)Nc1cccc(F)c1
-1,1,CCOC(=O)Cc1nnc(NC(=O)COc2ccc(OC)cc2)s1
0,3,O=C(CSc1nnc(-c2ccco2)n1Cc1ccco1)Nc1ccccc1
1,9,O=C(NCc1ccco1)c1cc2c(s1)CCCCC2
4,-17,C=C(C)CSCc1nc2ccccc2[nH]1
4,-14,O=C(Nc1nccs1)c1cccc(NC(=O)c2ccco2)c1
-6,-4,O=C1Nc2ccc(S(=O)(=O)N3CCCC3)c3cccc1c23
4,10,Cc1ncc(CCl)c2c1OC(C)(C)OC2
-8,4,O=S(=O)(N/N=C1/CCCc2ccccc21)c1ccc(Br)cc1
-14,11,N#Cc1c(-c2ccccc2)[nH]c(=S)[nH]c1=O
-3,15,CC(C)Oc1ccc(N2C(=O)c3ccccc3C2=O)cc1
4,5,CCN(CC)CCNC(=O)C1c2ccccc2C(=O)N(C)C1c1cn(C)c2ccccc12 (stereo unspecified)

At a glance, two of the compounds above:
FXIa inh,FXIIa single,SMILES
-2,3,Cc1nc2ccccc2n1CCC(=O)Nc1cccc(F)c1
-1,1,CCOC(=O)Cc1nnc(NC(=O)COc2ccc(OC)cc2)s1

Further structures follow.
FXIa inh,FXIIa single,SMILES
19,-8,N#C/C(=C/c1ccc(Sc2nc3ccccc3[nH]2)o1)c1cccc(F)c1
7,3,O=C(O)CCc1ccc(-c2ccccc2)n1Cc1ccco1
3,4,Cc1ccc(S(=O)(=O)c2ccc(Cl)cc2)cc1S(=O)(=O)N1CCOCC1
-5,0,O=C(Nc1ccccc1)c1ccncc1
1,5,O=C1c2cccc3cccc(c23)C(=O)N1c1ccncc1
0,0,O=C(Nc1ccc2c(c1)OCO2)C1CCCN(S(=O)(=O)Cc2ccccc2)C1 (stereo unspecified)
-3,13,Cc1ccc(C(=O)Oc2cc(-c3ccccc3)no2)cc1
-2,14,CCOC(=O)C1=C(C)OC(N)=C(C#N)C1c1ccc(C)o1 (stereo unspecified)
0,1,O=C(c1cccc(F)c1)N1CCC(N2CCCCCC2)CC1
12,-12,CC(=O)Nc1ccc(N2C(=O)CCC2=O)cc1C

Bioassay records (PubChem BioAssay)
